# Dynein transport: inhibitors of GR-EGFP nuclear translocation, primary screen, dynein cargo transport inhibitor project, imaging, high-content, 3617.4 mouse cells; test concentration mostly 20 µM; stimulated with dexamethasone, 1 µM; active compounds read low; z-score, hits read low; hit rate 0.47% among 220,000; AID 1381, 2008;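 active = plate z-score of nuclear minus cytoplasmic receptor signal below a set negative limit, without overly bright fluorescence or cell loss, cut at about -3.5 in these data, passing the limit was not always enough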;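 note: z-score of nuclear minus cytoplasmic ring GR-EGFP intensity difference per well; some compounds called inactive have numbers as strong as hits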
#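 Buffer or medium: Induction medium lacking tetracycline, stripped serum | Also added: Dexamethasone agonist, 1.0 µM final, for 30 min | Timing: 48 h induction, 1 h compound, 30 min dex at 37 °C | Detection: Formaldehyde fixation, Hoechst nuclear stain, 10x automated fluorescence imaging | Measure: Nuclear versus cytoplasmic GR-EGFP signal, averaged per well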
# bCat nuc transl: modulators of beta-catenin nuclear translocation, primary screen, imaging, HeLa cells, immunofluorescence, high-content. nuclear translocation activity, % at 5 µM. hit rate 0.3% among 190,000. AID 1665, 2009;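 active = nuclear translocation activity above 50% at 5 µM, with a well cell count of 50 or more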;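 note: per-cell ratio of nuclear to cytoplasmic median beta-catenin stain intensity; plate controls were DMSO negative control for no effect and GSK-3 inhibitor IX positive control for full effect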
#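 Read-out: Nuclear/cytoplasmic beta-catenin signal ratio, % activation | Assay system: Human HeLa cell line | Times: 24 h compound exposure at 37°C, 5% CO2 | Signal: Fluorescence imaging of beta-catenin antibody stain plus DAPI | Dosing: 5 µM primary, 0.02–20 µM confirmation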
# XIAP antagonists: XIAP antagonists, biochemical, IAP family, fluorescence polarization (AID 1018) | hit rate 0.007% among 200,000 | displacement, % at 20 µM, or IC50 in µM where a hit was titrated | XIAP BIR domain, fluorescence polarization peptide displacement; higher % means a stronger effect; in the data active = displacement above about 50%; note: a part of the inactive calls stands beside numbers as strong as those of hits
# Insulin prom up: insulin promoter activators in MIN6 cells, imaging, high-content screening, mouse beta cells; MIN6 insulin promoter-GFP reporter; active compounds read high; z-score at 5 µM; hit rate 0.3% among 190,000;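 active = z-score above 3 at 5 µM with at least 500 cells counted in the well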
# ER stress rescue: rescue of cells from ER stress-induced death, primary screen, 384-well, CSM14.1, thapsigargin, ATP luminescence (AID 1222) | CSM14.1 thapsigargin-induced death rescue, ATP luminescence; higher % means a stronger effect | one-dose cellular ATP content (survival), % at 20 µM; EC50 in µM for titrated hits | 190,000 tested, under 10 active;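 active = EC50 below 50 µM in the dose-response confirmation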;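 note: death triggered by thapsigargin at about 15 µM added after 2 h compound pretreatment; cell ATP read after overnight thapsigargin exposure of roughly 18 to 22 hours; normalized against plate controls of thapsigargin alone and 5% DMSO vehicle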
# MT stabilizer: microtubule stabilizers in HeLa cells, primary screen, imaging, high-content imaging | AID 2205, 2009 | hit rate 0.83% among 200,000 | % tubulin-high responders, % at 10 µM | HeLa tubulin immunostaining HCS, 24 h; share of cells brighter than vehicle mean+2SD;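 active = plate Z-score above 3 for both tubulin-high and condensed-nucleus cell shares, with cell loss under 80%, at 10 µM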;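 note: anti alpha tubulin signal scored within the nucleus-defined area of each cell; some results filed as inactive read as strong as hits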
# WT yeast gro inh: growth inhibition of WT strain, primary screen, mitochondrial fusion inhibitor project, WT and mutant strains, chemical genetic. mitochondrial fusion phenotypic screen. inhibition, % at 10 µM. hit rate 2.1% among 190,000; in the data active = inhibition above about 58%; tested in S. cerevisiae
# Autophagy mod: autophagy modulators in MEF cells, primary screen, imaging, high-content, MEF GFP-LC3; MEF GFP-LC3 puncta imaging; test concentration mostly 10 µM; calls only at 10 µM (by protocol); hit rate 0.98% among 190,000;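 active = percentage of spot-positive cells more than 3 SD above its plate mean, without a fluorescence outlier flag or 80% toxicity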;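 note: spot-positive cell cutoff set from DMSO-treated cells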
# Lipid droplet: inhibitors of hepatocyte lipid droplet formation, primary screen, imaging, high-throughput imaging, BODIPY stain; AML12 mouse hepatocytes, oleate lipid droplets; hit rate 0.4% among 240,000; AID 1656, 2009; inhibition, % at 6.5 µM;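 active = lipid droplet intensity inhibited by at least 50%, with more than 500 cells counted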
#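 Assay system: AML12 hepatocytes (mouse) / Also added: 100 µM oleic acid challenge / Times: overnight treatment with compound plus oleate / Detection: high-content imaging of BODIPY-stained droplets and DAPI nuclei / Evaluation: % inhibition of lipid droplet signal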
# WT yeast gro inh mutant strain: further read-out of WT yeast gro inh, marked with its call; inhibition, %; mitochondrial fusion phenotypic screen, mutant strain inhibition
# Dynein transport cytoplasmic EGFP: also measured in Dynein transport; calls as there; z-score; measured here: cytoplasmic GR-EGFP intensity; active compounds read high
# Dynein transport nuclear GR-EGFP: recorded beside Dynein transport, whose call it bears; z-score; measured here: nuclear GR-EGFP intensity;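 lower value marks the stronger effect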
# Dynein transport cell count: recorded beside Dynein transport, whose call it bears; z-score; measured here: cell count per field
# Insulin prom up cell count: recorded beside Insulin prom up, whose call it bears; cell count; measured here: cytotoxicity, nuclei count;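 total cells summed across four imaged fields per well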
# Lipid droplet cells 6.5 µM: also measured in Lipid droplet; calls as there; cell count; measured here: cell count, cytotoxicity flag;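 cells counted across two imaged fields per well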
# bCat nuc transl cell count 5 µM: further read-out of bCat nuc transl, marked with its call; cell count; measured here: cell count, cytotoxicity flag
# MT stabilizer Hoechst-high %: second read-out of MT stabilizer, no call of its own (marks repeat the call); % Hoechst-high responders; measured here: nuclear condensation Hoechst responders;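 share of cells brighter than vehicle mean plus two SD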
# MT stabilizer cytotoxicity %: recorded beside MT stabilizer, whose call it bears; toxicity, %; measured here: cytotoxicity by cell density;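 0% = mean cell density of plate MIN control wells and 100% = no cells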
# Autophagy mod cell loss 18 h: recorded beside Autophagy mod, whose call it bears; toxicity, %; measured here: cell loss, nuclei count;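 cell loss after 18 h compound exposure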
# An asterisk follows results filed as active; i = inactive; · = not tested or not shown.
SMILES,Dynein transport,Dynein transport cytoplasmic EGFP,Dynein transport nuclear GR-EGFP,Dynein transport cell count,bCat nuc transl,bCat nuc transl cell count 5 µM,XIAP antagonists,Insulin prom up,Insulin prom up cell count,ER stress rescue,MT stabilizer,MT stabilizer Hoechst-high %,MT stabilizer cytotoxicity %,WT yeast gro inh,WT yeast gro inh mutant strain,Autophagy mod,Autophagy mod cell loss 18 h,Lipid droplet,Lipid droplet cells 6.5 µM
Nc1ccc(C(=O)Oc2ccc([N+](=O)[O-])cc2)c(O)c1,-0.406,-0.176,-0.263,0.587,3.3,983,·,0.15,1309,·,·,·,·,·,·,·,·,0.5,732
O=C(Cc1cc(=O)[nH]c(=O)[nH]1)NCc1ccc(Cl)cc1,0.177,-0.232,0.842,-0.358,-1.2,512,-5.2%,0.63,1189,-4.4%,7.6,2.6,17.7,-9.6,-16.1,i,4.2,17.0,691
O=C(NCc1ccc(Cl)cc1)C(=O)NCC(c1ccco1)N1CCOCC1 (stereo not drawn),1.16,-0.289,0.771,-0.613,-1.4,1167,-2.0%,-0.18,1620,1.4%,2.2,2.0,6.4,-14.0,-3.7,i,1.8,4.9,645
Cn1c(/C=N/O)nc2ccccc21,0.875,-0.27,0.398,-0.481,-0.9,1281,·,-0.01,1120,·,·,·,·,·,·,·,·,3.5,715
O=C(Cn1nc(Cc2ccncc2)c2ccccc2c1=O)N1CCN(C(=O)c2ccco2)CC1,-0.567,-0.222,-0.09,0.192,-1.6,1113,-4.2%,-1.35,2157,-1.5%,4.0,2.1,7.5,11.7,0.8,·,·,6.5,540
COc1ccc(C(=O)Nc2cccc3c2C(=O)NC3=O)cc1S(=O)(=O)N1CCOCC1,0.193,-0.102,0.143,0.166,-1.3,1364,-4.7%,0.3,1468,0.8%,1.9,1.7,5.1,-13.2,3.1,i,1.4,·,·
CC(C)N1CC(C(=O)Nc2ccccc2)CC1=O (stereo not drawn),-0.308,-0.251,-0.166,1.02,-2.9,578,-6.1%,0.13,1179,-4.2%,4.2,2.8,8.5,-9.4,2.8,i,-1.6,·,·
CC(=O)N1CCc2cc(S(=O)(=O)NCCC(=O)Nc3cc(C)cc(C)c3)ccc21,-0.228,-0.252,-0.378,0.789,0.9,996,-4.5%,0.56,1240,·,4.7,2.9,6.8,3.3,12.6,i,7.9,0.7,629
O=C(CCCN1C(=O)c2cccnc2C1=O)Nc1ccccc1F,0.478,-0.317,0.508,0.515,-1.6,1088,-6.4%,-0.82,1310,2.5%,3.5,2.7,9.0,-9.4,7.6,i,15.7,6.6,685
Cn1c(Cn2c(=O)sc3ccccc32)nnc1SCC(=O)N1CCCC1,-0.877,-0.158,-0.125,0.337,-2.2,1205,-3.4%,0.24,1262,-1.4%,3.5,3.3,6.7,7.6,11.0,i,15.3,10.7,759
C/C(=N/Nc1nc(C)cc(-c2ccccc2)n1)c1ccco1,-0.962,-0.121,-0.191,0.208,-1.2,1224,-22.8%,0.51,924,-0.8%,2.5,2.5,0.5,22.7,17.2,i,1.7,2.1,788
Cc1ccc(C(=O)CC(=O)c2ccc(C(C)(C)C)cc2)cc1,-0.303,-0.352,0.179,0.965,-1.5,1074,-1.0%,0.15,1470,-2.6%,2.2,0.8,8.5,-1.2,-4.8,i,-16.5,-3.9,722
COc1cc(-c2cc(=O)c3c(O)c(OC)c(OC)cc3o2)cc(OC)c1O,-0.307,-0.696,0.239,-0.232,0.5,1082,·,0.12,855,·,·,·,·,·,·,·,·,-13.9,665
COC(=O)c1ccc(CC(=O)c2c(C)cc(O)cc2O)o1,-0.408,0.926,0.19,0.233,5.2,1044,-3.4%,0.19,999,-0.7%,3.6,3.6,18.0,2.6,13.2,i,24.4,·,·
OCC1(CO)COC(c2ccccc2)=N1,-0.93,-0.261,-0.496,0.384,1.5,1064,-1.9%,-0.57,1261,·,1.6,1.6,12.4,-2.5,-2.4,i,9.6,-11.6,693
CCc1ccc(OCC(=O)NC(=S)Nc2ccc(Br)c(C)n2)cc1,0.338,0.227,0.112,0.679,0.8,926,-1.8%,·,·,2.5%,2.4,2.6,7.9,-15.3,4.7,i,3.5,-4.4,647
Cc1ccc(-c2cc(C(=O)Nc3cc(C)on3)c3ccccc3n2)c(C)c1,4.04,0.276,2.86,-1.84,3.0,1087,-2.2%,0.33,1381,·,10.9,1.3,4.2,36.8,25.4,·,·,-6.2,632
CCOC(=O)N1CCN(C(=O)c2ccc3c(=O)n(CCOC)c(=O)[nH]c3c2)CC1,1.77,0.203,2,-2.05,-2.4,1375,-5.9%,1.5,1307,-1.6%,2.6,2.4,10.5,-8.4,-5.9,i,6.6,·,·
O=C(N/N=C/c1ccc(N2CCOCC2)o1)c1cccc(F)c1,-0.323,0.201,0.0692,-0.412,4.1,523,-2.5%,·,·,-2.2%,1.3,2.1,7.2,-18.6,-7.7,i,-3.2,-6.6,742
Cc1cc(C)n2c(SCC(=O)Nc3ccc(Cl)cn3)nnc2n1,-0.639,-0.126,-0.362,0.877,-1.0,1317,-4.3%,0.39,1558,-1.7%,1.8,1.2,5.9,-10.1,-8.0,i,-7.4,·,·
O=C(CCc1ccccc1)NCCc1cccs1,-1.13,-0.322,-0.61,1.1,-1.8,1085,-13.5%,0.33,1316,-1.2%,4.5,2.4,4.1,0.8,2.6,i,14.2,8.3,651
CC(=O)NS(=O)(=O)c1ccc(NC(=O)COc2ccc(C(=O)c3ccccc3)cc2)cc1,0.205,-0.273,0.381,0.305,-0.3,969,-3.2%,0.12,1208,-2.1%,4.6,2.2,5.6,-7.6,-0.5,i,2.7,-12.4,600
COC(=O)C1=C(C)NC(=O)/C1=C\N(C)C,-0.159,-0.222,-0.0969,0.446,-1.4,1079,-2.7%,0.18,1248,-0.9%,1.8,3.3,3.8,-0.2,20.3,i,-4.3,4.7,738
Cc1cc(SCC(=O)Nc2ccccc2)nc(C)n1,-0.267,-0.184,-0.29,0.382,-2.1,1115,-2.7%,0.86,1230,-1.8%,1.3,2.0,4.3,0.2,-0.1,i,18.5,·,·
CC(C)CCNc1nc2c(c(=O)n(Cc3cccc(F)c3)c(=O)n2C)n1C,0.459,-0.174,0.158,-0.428,0.9,872,-3.1%,·,·,-1.1%,3.2,2.1,8.5,38.7,12.2,i,-1.3,·,·
# (more compounds)
SMILES,Dynein transport,Dynein transport cytoplasmic EGFP,Dynein transport nuclear GR-EGFP,Dynein transport cell count,bCat nuc transl,bCat nuc transl cell count 5 µM,XIAP antagonists,Insulin prom up,Insulin prom up cell count,ER stress rescue,MT stabilizer,MT stabilizer Hoechst-high %,MT stabilizer cytotoxicity %,WT yeast gro inh,WT yeast gro inh mutant strain,Autophagy mod,Autophagy mod cell loss 18 h,Lipid droplet,Lipid droplet cells 6.5 µM
Cc1ccc(N/N=C2\CCS(=O)(=O)c3sccc32)cc1,-0.677,0.0582,-0.348,0.686,2.2,1097,-0.5%,-0.03,1267,·,1.9,2.7,5.7,-3.3,-2.4,i,-15.0,9.7,715
CC(C)[C@H](NS(=O)(=O)c1cccc(Cl)c1)C(=O)OCC(=O)N1CCN(c2ccccc2)CC1,-0.161,-0.218,-0.0609,0.143,0.6,890,-5.7%,-0.65,1521,-2.1%,2.4,1.8,6.1,5.3,2.5,i,9.0,-44.8,614
O=S(=O)(NCC(c1ccco1)N1CCN(c2ccccc2F)CC1)c1ccc2c(c1)OCCO2 (stereo not drawn),0.765,-0.182,0.331,-0.323,-0.8,1026,-5.8%,1,1327,-2.4%,2.9,3.3,10.0,15.2,-0.1,i,6.9,23.5,715
O=C(Nc1ccc(Cl)c([N+](=O)[O-])c1)ONC1=NCCCCC1,-1.2,-0.284,-0.893,1.22,-0.2,1099,-2.4%,-0.42,1343,-1.2%,2.9,2.6,8.0,2.8,8.8,i,18.7,-19.4,664
CC12CCC(C(=O)NCc3ccccc3Cl)(CC1=O)C2(C)C (stereo not drawn),-0.0453,-0.231,-0.262,1.06,0.0,1478,-10.0%,·,·,0.0%,2.9,2.3,1.5,-23.8,3.2,i,0.2,-30.5,699
Cc1cc(C)n(-c2ncnc3sc4c(c23)CCCC4)n1,-0.00158,-0.209,-0.00293,0.3,-0.1,1127,-4.1%,·,·,-0.7%,1.4,1.5,7.2,-6.1,-12.3,i,-4.3,·,·
CCc1nnc(NC(=O)c2ccc(NC(=O)C(C)C)cc2)s1,-0.62,-0.297,-0.108,0.527,-1.0,1096,-1.7%,0.45,1456,3.2%,1.7,1.0,1.9,-9.8,-9.1,i,-14.0,-3.8,683
CS(=O)(=O)NNC(=O)Cn1nnc(-c2cc(C(F)(F)F)cc(C(F)(F)F)c2)n1,-0.0584,-0.167,0.295,-0.562,0.4,1264,·,-0.99,1070,·,·,·,·,·,·,·,·,-1.2,713

# Compound activity: PubChem BioAssay, several laboratories
